AMA1-RON2 inh: inhibitors of Plasmodium falciparum AMA1-RON2 interaction; AlphaScreen AMA1-biotinylated RON2 peptide binding; Potency, µM (top dose mostly 58.2 µM), inactives show at the top dose activity change, negative = inhibition, usual class: inhibitors; 360,000 tested, 0.2% active;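 also: potency is read from the fitted curve at half-maximal effect; 0% = vehicle wells and -100% = peptide control; nearly all actives have a fitted effect of over 45% in size; some results filed as inactive show a strong effect at the top dose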
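AMA1 (3D7) with his tag at 25 nM final met compounds first, then biotinylated RON2 peptide at 25 nM; detection used donor plus acceptor beads, 10 µg/mL apiece, read by AlphaScreen after 30 min at room temperature.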
FBPA Giardia inh: Giardia lamblia aldolase inhibition | A8B2U2 | purified Giardia FBPA | Potency, µM (top dose mostly 59.6 µM), for inactives: at the top dose activity, negative = inhibition, actives largely listed as inhibitors | 290,000 tested, 0.71% active | AID 2451; also: potency is read from the fitted curve at half-maximal effect; nearly all actives have a fitted effect of over 55% in size
Target sequence (A8B2U2 whole entry, looked up): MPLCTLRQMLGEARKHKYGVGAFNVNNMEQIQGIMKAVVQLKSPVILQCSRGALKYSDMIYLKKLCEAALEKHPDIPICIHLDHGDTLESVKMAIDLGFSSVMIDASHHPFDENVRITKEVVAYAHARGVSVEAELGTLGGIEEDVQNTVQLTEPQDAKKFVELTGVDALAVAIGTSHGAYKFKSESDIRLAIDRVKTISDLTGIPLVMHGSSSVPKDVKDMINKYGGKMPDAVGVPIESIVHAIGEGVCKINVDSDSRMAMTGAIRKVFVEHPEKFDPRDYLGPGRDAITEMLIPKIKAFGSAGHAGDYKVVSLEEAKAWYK
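40 nM FBPA preincubated 10 min at RT with compound (up to 57.5 uM final), then substrate plus GAPDH/TPI/NAD/arsenate coupling and diaphorase/resazurin added. Fluorescence read after 20 min at RT, 525/598 nm.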
HCMV inh: human cytomegalovirus inhibition; HFF cells, HCMV-luciferase reporter, 72 h; hits give low values; activity change, negative = inhibition, % at 57.5 µM; 410,000 tested, 4.5% active; in the data active = activity change below about -60%; inconclusive = no clear call, values can overlap the other calls; inactive = above about -39%
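Inhibition of viral replication was scored as loss of reporter luminescence in HFFs infected with HCMV-luciferase (MOI 1 PFU/cell) for 72 h; compounds tested at 2 doses, normalized to buffer and Salinomycin controls.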
AmpC no deterg: AmpC beta-lactamase inhibition without detergent | P00811 | AmpC nitrocefin hydrolysis, absorbance 480 nm, 0.0001% Triton | Potency, µM (series often up to 57.1 µM), inactives show at the top dose activity change, negative = inhibition, usual class: inhibitors | 330,000 tested, 0.52% active | AID 485341;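 also: potency is read from the fitted curve at half-maximal effect; plate controls were no compound for no effect and no enzyme for full effect; nearly all actives have a fitted effect of over 20% in size; some results filed as inactive show a strong effect at the top dose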
Target sequence (P00811 whole entry, looked up): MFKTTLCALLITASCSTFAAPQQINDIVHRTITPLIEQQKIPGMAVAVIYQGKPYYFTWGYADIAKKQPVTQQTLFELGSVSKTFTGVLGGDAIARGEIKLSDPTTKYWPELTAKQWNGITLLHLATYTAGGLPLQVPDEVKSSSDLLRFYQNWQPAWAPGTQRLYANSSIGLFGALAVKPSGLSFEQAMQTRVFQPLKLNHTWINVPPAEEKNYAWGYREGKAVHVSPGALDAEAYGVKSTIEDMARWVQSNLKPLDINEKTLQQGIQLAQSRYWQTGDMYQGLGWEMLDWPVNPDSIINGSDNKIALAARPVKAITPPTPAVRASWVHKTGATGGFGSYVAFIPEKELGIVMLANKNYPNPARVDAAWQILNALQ
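AmpC (5.3 nM in the dispensed reagent) in 20 mM phosphate pH 7.0 with 0.01% (detergent screen) or 0.0001% Triton X-100 was preincubated with compounds for 15 min at room temperature. Nitrocefin was then added from an 800 uM solution, and hydrolysis was followed at 480 nm.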
Sm TGR inh: inhibitors of Schistosoma mansoni thioredoxin glutathione reductase. AID 485364. purified TGR, DTNB reduction, TNB absorbance 405 nm. 360,000 tested, 3% active. Potency, µM (top dose mostly 114 µM), for the others: at the top dose activity change, negative = inhibition, most hits filed as inhibitors. Q962Y6; also: potency is read from the fitted curve at half-maximal effect; nearly all actives have a fitted effect of over 60% in size
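TGR 20 nM + NADPH 100 uM (dispensed conc.), cpd preinc 15 min RT; start with NADPH (500 uM addition) then DTNB (15 mM addition). Kinetic TNB absorbance, 405 nm filter. Four-parameter Hill fit across titration.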
AmpC detergent: inhibitors of E. coli AmpC beta-lactamase with detergent. P00811. AmpC hydrolysis of nitrocefin, absorbance 480 nm, 0.01% Triton. Potency, µM (series often up to 114 µM), for inactives: at the highest dose activity change, negative = inhibition, hits mostly inhibitors. 370,000 tested, 0.041% active;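 also: potency is read from the fitted curve at half-maximal effect; 0% = no-compound wells and -100% = no-enzyme wells; nearly all actives have a fitted effect of over 25% in size; some results filed as inactive show a strong effect at the top dose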
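AmpC (5.3 nM in the dispensed reagent) in 20 mM phosphate pH 7.0 with 0.01% (detergent screen) or 0.0001% Triton X-100 was preincubated with compounds for 15 min at room temperature. Nitrocefin was then added from an 800 uM solution, and hydrolysis was followed at 480 nm.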
Active calls of the source: *; u = inconclusive; x = no result given; & = joins results of further samples; [ ] = remark or other dose. Unless noted, calls follow the shape of the dose curve; as a rule, active = well fitted curve in the direction sought with a large enough effect; inconclusive = small, poorly fitted or top-dose-only effect, or another doubt; inactive = no such curve, though single readings can be large; an effect the other way counts as inactive or inconclusive. Unless noted, % is scaled to controls: 0 for no effect and ±100 for the full control effect.

SMILES	AMA1-RON2 inh	FBPA Giardia inh	HCMV inh	AmpC no deterg	Sm TGR inh	AmpC detergent
CC(=O)C1=C(C)N(Cc2ccccc2)C(=O)N[C@H]1c1ccco1	-11%	4%[12.9 µM]	14	-24%	18µM*	4%
O=C(O)c1nccnc1C(=O)Nc1ccc(Cl)cn1	-1%	-5%	-7	-18%	4%	0%
O=C(c1ccc2c(=O)n(-c3ccccc3)c(=S)[nH]c2c1)N1CCN(c2ccccc2)CC1	101%[activator]	x	18	-7%	4%	6%
O=C(Cn1cc2c(n1)CCCC2)NC1CCCCCC1	0%	3%	7	-59%	7%	u
Cc1cc(Cn2nc(C(=O)NCC3CC3)cc2-c2ccccc2)on1	19%	x	-11	-8%	0%	u
CNC(=S)N/N=C/c1c(C)c(C(=O)c2ccc(F)cc2)n2ccccc12	78%[activator]	-1%	-27	-22%	-6%	-10%
O=C(COC(=O)CNC(=O)c1ccccc1F)NC12CC3CC(CC(C3)C1)C2	8%	x	0	-3%	3%	6%
CCOC(=O)CC(=O)CSc1nc2ccccc2c(=O)n1CCc1ccc(S(N)(=O)=O)cc1	x	x	-13	x	-3%	1%
CCc1nnc2c3ccccc3nc(Nc3ccc(C(C)=O)cc3)n12	x	x	-19	x	-7%	-4%
CCCCCC(=O)N[C@@H](c1ccccc1)[C@@H](O)C(=O)O[C@H]1C[C@@]2(O)[C@@H](OC(=O)c3ccccc3)C3[C@](C)(C(=O)[C@H](O)C(=C1C)C2(C)C)[C@@H](OC1OCC(O)C(O)C1O)C[C@H]1OC[C@@]31OC(C)=O (stereo partly drawn)	-2%	0%	-35	32%	-10%	u
CCc1c(O)nc(SCC(=O)Nc2ccc(Br)cc2)n(-c2ccc(C)cc2)c1=O	-8%	16%	-8	-44%	-20%	4%
COc1ccccc1CN(C)C(=O)c1cc2ccccc2o1	-14%	-11%	-13	-8%	-1%	-7%

Next part; it opens with the five that closed the last part.
SMILES	AMA1-RON2 inh	FBPA Giardia inh	HCMV inh	AmpC no deterg	Sm TGR inh	AmpC detergent
CCOC(=O)CC(=O)CSc1nc2ccccc2c(=O)n1CCc1ccc(S(N)(=O)=O)cc1	x	x	-13	x	-3%	1%
CCc1nnc2c3ccccc3nc(Nc3ccc(C(C)=O)cc3)n12	x	x	-19	x	-7%	-4%
CCCCCC(=O)N[C@@H](c1ccccc1)[C@@H](O)C(=O)O[C@H]1C[C@@]2(O)[C@@H](OC(=O)c3ccccc3)C3[C@](C)(C(=O)[C@H](O)C(=C1C)C2(C)C)[C@@H](OC1OCC(O)C(O)C1O)C[C@H]1OC[C@@]31OC(C)=O (stereo partly drawn)	-2%	0%	-35	32%	-10%	u
CCc1c(O)nc(SCC(=O)Nc2ccc(Br)cc2)n(-c2ccc(C)cc2)c1=O	-8%	16%	-8	-44%	-20%	4%
COc1ccccc1CN(C)C(=O)c1cc2ccccc2o1	-14%	-11%	-13	-8%	-1%	-7%
CCOC(=O)N1CCN(c2c(-c3ccccc3)c3cc(Cl)ccc3[nH]c2=O)CC1	6%	6%	-23	-4%	9%	-3%
Oc1ccc(C[C@@H]2CNC(=S)N2CCCCC2CCCCC2)cc1	11%	3%	-31	-36%	1%	12%
CCCNC(=O)C(=O)c1cccn1-c1ccsc1C(=O)OC	-10%	-4%	19	-16%	-2%	1%
Nc1ccc2oc(-c3cccs3)nc2c1	-11%	-15%	180	-14%	0%	u
O=C(Cc1ccc(Cl)cc1Cl)OCC(=O)N1CCN(C(=O)c2ccco2)CC1	16%	6%	-29	69%[activator]	3%	4%
O=C(/C=C/c1ccc2c(c1)S(=O)(=O)N(Cc1ccccc1)[C@H]2CC(=O)N1CCOCC1)N1CCOCC1	7%	x	-16	57%	x	x
COc1ccc(CNC(=O)CN(c2ccc(C(C)C)cc2)S(=O)(=O)c2c(C)nn(C)c2C)cc1	x	x	-17	x	-7%	2%
O=C(CC(C(=O)O)C1CCCO1)Nc1cccc(C(F)(F)F)c1 (stereo not drawn)	-10%	1%	-5	13%	5%	-1%
CCC1Sc2ccc(S(=O)(=O)Nc3ccc(OC)c(OC)c3)cc2NC1=O (stereo not drawn)	-1%	7%	-76*	u	-12%	-4%
O=C(NCCN1CCOCC1)c1ccc(Cl)c(S(=O)(=O)NCc2ccccc2)c1	9%	x	42	-15%	x	x
CN(Cc1ccco1)C(=O)c1ccc(S(=O)(=O)N2CCCCCC2)cc1	-5%	x	-23	9%	1%	3%
CCc1ccc(NC(=O)CSc2nccn2-c2ccc(OC)cc2)cc1	x	x	-100*	x	-1%	7%
COc1ccccc1Oc1ncnc2c1oc1ccccc12	0%	-8%	u	65%[activator]	-1%	2%
CCn1c2ccccc2c2nnc(N3CCN(c4cccc(Cl)c4)CC3)nc21	x	x	u	x	-2%	23%
Cc1n[nH]c(=S)n1/N=C/c1ccc(Br)o1	76%[activator]	-11%	5	-14%	-20%	5%
CCN(C(=O)C1CCN(S(=O)(=O)c2ccc3c(c2)CCCN3C(C)=O)CC1)c1cccc(C)c1	x	x	-17	x	9%	6%
COC(=O)Cc1csc(Nc2ccccc2Cl)n1	-2%	-8%	u	-22%	-11%	u
CC(C)(C)c1ccc(C(=O)NCC(c2ccco2)S(=O)(=O)c2ccccc2)cc1 (stereo not drawn)	x	x	-18	x	-14%	3%
COCCSc1nnc(NC(=O)CCS(=O)(=O)c2ccccc2)s1	13%	0%	3	-13%	0%	-4%
Cc1ccc(CNC(=O)C(=O)NCC(c2ccco2)S(=O)(=O)c2cccs2)cc1 (stereo not drawn)	x	x	-1	x	u	-1%
Cc1cccc(-c2nn3c(=O)cc(CN4CCN(C(=O)COc5ccc(Cl)cc5)CC4)nc3s2)c1	x	x	20	x	8%	12%
COc1cc(C2N(c3ccccn3)C(=O)C3CCCN32)cc(OC)c1OC (stereo not drawn)	-4%	4%	18	-1%	6%	-1%
S=c1[nH]c2ccccc2c2ccccc12	82%[activator]	-5%	-18	-19%	8%	1%
Cc1ccc(CNc2ncnc3cc(Cl)ccc23)o1	7%	0%	12	-22%	-25%	2%
COc1ccc(C2C(C#N)=C(C)NC(C)=C2C#N)c(OC)c1	6%	11%	12	-6%	-2%	2%
COC(=O)CNC(=O)C1CCC(CNS(=O)(=O)c2cccc3nsnc23)CC1 (stereo not drawn)	-8%	x	-7	-7%	-2%	-2%
O=C(Cc1cccs1)Nc1nnc(SCc2ccc(Br)cc2)s1	5%[2.32 µM]	6%	3	-40%	-10%	-6%
COC(=O)/C=C1\S/C(=N/NC(=O)c2ccc(OC)cc2)NC1=O	44%[activator]	-23%	8	-22%	1%	6%
CCCCC(=O)NC(=S)Nc1cccc(NC(=O)c2ccccc2)c1	16%	-3%	-25	-27%	u	-3%
COC(=O)[C@@]1(Cc2ccc(F)cc2)[C@H]2c3cc(C(=O)N(C)C)n(Cc4ccc(C)c(F)c4F)c3C[C@H]2CN1C(=O)c1ccccc1	-16%	-4%	-25	x	x	x
Cc1cccc(NC(=O)c2cc(S(=O)(=O)N3CCOCC3)cn2C)c1C	-3%	-1%	9	-10%	-5%	-7%
CC(C)N(C(=O)[C@H]1C[C@H](CC(=O)NCCC2=CCCCC2)C(=O)N2CCc3c([nH]c4cc(CCC(=O)N(C)C)ccc34)[C@]12C)C(C)C	-7%	x	-21	252%[activator]	x	x
OCCC1CN(CCCc2ccccc2)CCN1CCc1ccccc1 (stereo not drawn)	0%	1%	27	34%	5%	-20%
CC(C)Oc1ccc(CNC(=O)CCC(=O)N2CC(C)Sc3ccccc32)cc1 (stereo not drawn)	-6%	6%	-1	66%[activator]	0%	u
CSc1n[nH]c(N)c1S(=O)(=O)c1ccc(Cl)cc1	3%	-14%	-21	-6%	4%	3%
CC(NC(=O)c1ccccc1)C(=O)OCC(=O)N1c2ccccc2Sc2ccccc21 (stereo not drawn)	4%	3%	-31	5%	0%	-7%
Cc1cc2nc(SCC(=O)N(C)C)c3c(c2cc1C)CCCC3	-21%	6%	2	82%[activator]	-20%	-1%
OCCN1CCN(CC(O)COc2ccc(C34CC5CC(CC(C5)C3)C4)cc2)CC1 (stereo not drawn)	-30%	-10%	-96*	207%[activator]	0%	7%
CCOc1ccc2[nH]cc(C(=O)N3CCN(CC)CC3)c(=O)c2c1	2%	11%	19	-25%	-8%	1%
Cc1nn(C(=O)c2cccc([N+](=O)[O-])c2C)c(C)c1S(=O)(=O)N1CCOCC1	x	x	-18	x	-5%	17%
COc1ccc(Cc2c(O)nc(SC)n(C(C)=O)c2=O)cc1	-9%	-17%	9	-24%	32%	-5%
Cc1ccc(/C(N)=N/OC(=O)Cc2cccc3ccccc23)cc1	u	0%	-15	-35%	11%	-4%
COc1ccc(CNC(=O)CN2C(=O)NC(C)(c3ccc(C(C)(C)C)cc3)C2=O)cc1 (stereo not drawn)	5%	9%	-37	41%	u	-7%
Cc1csc(SCC(=O)Nc2ccc(Cl)cn2)n1	13%	-3%	13	-16%	u	-12%
COc1cc(Nc2nc(SCC#N)nc3ccccc23)cc(OC)c1OC	5%	3%	47	-7%	12%	u
CC(=O)c1ccc(N2CCN(C(=O)C3CCN(S(=O)(=O)Cc4ccccc4)CC3)CC2)cc1	0%	6%	60	7%	-3%	u
Cc1cnc(C(=O)OCC(=O)Nc2ccc(Oc3ccccc3)cc2)cn1	8%	0%	12	1%	-11%	1%
CCN(CC)CCN(C(=O)c1ccc2c(c1)OCCO2)c1nc2cc3c(cc2s1)OCO3	-5%	u	-5	25%	5%	6%
Cc1nc2nc(C)c(CCC(=O)N3CCC4(CC3)OCCO4)c(C)n2n1	-3%	1%	-34	-7%	27%	1%
CC(=O)c1cc(C(=O)NC2CCCc3c2cnn3-c2cc(C)cc(C)c2)[nH]n1 (stereo not drawn)	12%	x	67	27%	1%	-8%
COC(=O)[C@H](Cc1ccccc1)NC(=O)NCCc1ccccc1F	-9%	-1%	18	-14%	2%	-6%
O=C(C1CCN(Cc2cn[nH]c2-c2ccc(F)cc2F)CC1)N1CCOCC1	-17%	-1%	41	1%	3%	2%
CSCCC(=O)N1CCC(n2nccc2NC(=O)c2ccc3c(c2)OCO3)CC1	3%	x	97	-21%	0%	0%
COc1ccc(/C=N/NC(=O)C(=O)N2CCCCCC2)cc1O	1%	x	-14	-8%	2%	1%
CCc1nonc1NC(=O)c1oc2ccc(Cl)cc2c1C	0%	-14%	-20&20	-29%	1%&0%	-12%&1%
CC(C)(C)c1ccccc1NC(=O)C1=COCCO1	-2%	x	u	-15%	2%	u
Cc1cc(C)nc(NC(=O)CN2C(=O)c3ccccc3C2=O)n1	20%	6%	-10	-7%	3%	-15%
CC1=C(c2ccc(C)c(C)c2)S(=O)(=O)N=C1N1CCC(C(=O)N2CCC(C)CC2)CC1	x	x	3	x	2%	6%
Cc1cccc(Nc2ncccc2C(=O)NCc2cccs2)c1C	-4%	-7%	29	-18%	10%	-2%
c1ccc2c(Oc3ccc4c(c3)OCO4)nncc2c1	2%	3%	34	-16%	-8%	u

High-throughput results as filed in PubChem BioAssay.
